NPY-Y1 PAM-ag = potentiators or agonists of human neuropeptide Y receptor Y1; NPY-Y1 expressing cells, potentiator/agonist activation; activation, % at 3.6 µM; AID 1304; hit rate 0.37% among 220,000; P25929; in the data active = activation above about 33%, passing the limit was not always enough;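 also: cells stimulated with NPY at EC10 then isoproterenol at EC100; 0% = low agonist plus stimulus and 100% = saturating agonist plus stimulus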
EP2 modulator = modulates human prostaglandin E2 receptor EP2 signaling; hit rate 0.83% among 260,000; EP2-expressing cells, cAMP HTRF FRET, PGE2 co-stimulation; induction, % at 25 µM;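 active = compounds whose cAMP rise, as percent of the full-agonist control response, exceeds 60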;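 also: rat C6 glioma line stably carrying human EP2 under a CMV promoter; the protocol text gives 20 µM as final concentration; 100% = response of wells given 1 µM PGE2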
TRPN1 ag = activates the zebrafish TRPN1 channel. HEK293 zebrafish TRPN1-YFP, Fluo-8 calcium fluorescence; 100% = response to 87 µM carbachol. activation, % at 3 µM. hit rate 0.18% among 220,000. AID 1424;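 active = activation above its plate's cutoff, the mean activation of test wells on that plate plus 3 SD, cut at about 19% in these data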;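 also: 0% = DMSO alone and 100% = 87 µM carbachol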
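Control set: carbachol 87 µM as high control, DMSO as low control; system: HEK293 stable line with zebrafish TRPN1-YFP; read-out: % activation versus carbachol response; detection: intracellular calcium fluorescence with Fluo-8; doses: single test compound dose, 3 µM nominal, 0.3% DMSO; schedule: dye 1 h 37 °C plus 30 min RT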
S1P4 agonist = agonists of human S1P4 receptor. O95977. S1P4-expressing cell line, agonist reporter assay. activation, % at 4.98 µM. hit rate 0.35% among 220,000. AID 1509; in the data active = activation above about 11%;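 also: 0% = DMSO vehicle and 100% = reference agonist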
CHOP inhibitor = blocks CHOP induction under ER stress. CHO-K1 CHOP-promoter luciferase, tunicamycin-induced, 15-18 h. inhibition, % at 10 µM. hit rate 3.8% among 220,000. AID 2732;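 active = compounds that reduced the stress-induced luciferase reporter signal by more than about 70% of percent inhibition, limit read from the data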;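 also: 0% = tunicamycin plus vehicle and 100% = wells without tunicamycin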
NPY2 pot ag = potentiates or activates human NPY-Y2 receptor. P49146. cells expressing NPY-Y2, potentiator/agonist read-out. activation, % at 3.6 µM. hit rate 0.45% among 220,000. AID 1359; in the data active = activation above about 27%;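 also: cells stimulated with NPY near EC25 plus isoproterenol at EC100; 0% = vehicle plus submaximal agonist and 100% = vehicle plus saturating agonist; some results beyond the cut were filed as inactive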
Target sequence (P49146 whole entry, looked up): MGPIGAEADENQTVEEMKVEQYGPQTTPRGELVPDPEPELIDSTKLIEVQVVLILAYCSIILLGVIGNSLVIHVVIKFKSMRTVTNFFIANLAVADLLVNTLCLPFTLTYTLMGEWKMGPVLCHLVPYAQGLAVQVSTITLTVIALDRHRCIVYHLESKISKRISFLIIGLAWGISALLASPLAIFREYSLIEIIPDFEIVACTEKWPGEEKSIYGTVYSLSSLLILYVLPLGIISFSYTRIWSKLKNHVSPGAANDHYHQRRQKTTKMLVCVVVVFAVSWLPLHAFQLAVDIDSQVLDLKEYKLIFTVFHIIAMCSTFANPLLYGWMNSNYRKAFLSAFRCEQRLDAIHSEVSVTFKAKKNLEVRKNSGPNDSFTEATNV
TRPML3 ag = human mucolipin-3 channel agonism | Q8TDD5 | HEK293 TRPML3-YFP, Fluo-8 calcium fluorescence; 100% = the carbachol control signal | activation, % at 3 µM | hit rate 0.29% among 220,000;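 active = activation above its plate's cutoff, the mean activation of the plate's test wells plus 3 SD, cut at about 12% in these data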;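 also: 0% = DMSO only wells and 100% = carbachol wells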
Target sequence (Q8TDD5 whole entry, looked up): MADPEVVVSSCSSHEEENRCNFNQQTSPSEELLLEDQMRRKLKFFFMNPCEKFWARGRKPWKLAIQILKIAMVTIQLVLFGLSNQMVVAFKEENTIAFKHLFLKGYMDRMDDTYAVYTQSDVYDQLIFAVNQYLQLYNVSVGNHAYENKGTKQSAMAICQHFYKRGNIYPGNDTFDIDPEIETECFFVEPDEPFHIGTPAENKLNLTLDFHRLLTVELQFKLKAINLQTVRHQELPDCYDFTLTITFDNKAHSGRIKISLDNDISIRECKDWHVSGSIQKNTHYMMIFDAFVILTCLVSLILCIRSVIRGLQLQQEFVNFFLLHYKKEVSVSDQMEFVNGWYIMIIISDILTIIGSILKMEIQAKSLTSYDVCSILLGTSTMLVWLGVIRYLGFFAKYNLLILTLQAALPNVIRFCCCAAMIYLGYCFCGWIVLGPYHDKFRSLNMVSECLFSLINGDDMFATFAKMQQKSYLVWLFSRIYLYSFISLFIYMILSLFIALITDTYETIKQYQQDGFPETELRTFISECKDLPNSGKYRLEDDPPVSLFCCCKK
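Test system – HEK293 line with stable expression of human TRPML3-YFP channel · Control set – carbachol 87 µM final as high control (100%), DMSO as low control (0%) · Signal – Fluo-8 calcium dye fluorescence, ex 470-495, em 515-575 nm · Incubation – 1-h 37 °C dye load, 5-s basal, 120-s post-compound reads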
NPY Y1 blocker = NPY-Y1 (human) receptor antagonism; P25929; HEK293-CNG Y1 cells, membrane potential fluorescence; NPY at EC95, then isoproterenol; inhibition, % at 3.6 µM; hit rate 1% among 200,000;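 active = inhibition above the campaign mean inhibition of all tested compounds plus 3 SD, cut at about 20% in these data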;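 also: 0% = DMSO wells given NPY plus isoproterenol and 100% = isoproterenol alone without NPY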
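Test system – HEK293 Y1/CNG channel cell line · Also added – NPY agonist 25 nM, then isoproterenol 1 µM plus Ro 20-1724 25 µM · Compound dosing – one concentration, 3.6 µM, in 0.4% DMSO · Schedule – compound incubation 1 h at room temperature, readout 45 min post-stimulation · Technique – fluorescence, membrane potential probe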
S1P4 antag = antagonists of human S1P4 receptor; O95977; S1P4-expressing cells, antagonist mode, reporter read-out; inhibition, % at 4.98 µM; hit rate 0.26% among 220,000; AID 1510; in the data active = inhibition above about 29%;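 also: 0% = wells stimulated with agonist and 100% = vehicle wells without agonist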
The depositor's hits bear a star; . = no result given; & = joins results of further samples.

#	SMILES	NPY-Y1 PAM-ag	EP2 modulator	TRPN1 ag	S1P4 agonist	CHOP inhibitor	NPY2 pot ag	TRPML3 ag	NPY Y1 blocker	S1P4 antag
1	O=C(O)Cc1ccc(NC(=O)Nc2ccc(Br)cc2)cc1	9	-20	0.9	2.0	8	10	0.9	-4	-5
2	Cn1c(=NC(=O)COc2ccccc2)sc2cc(F)cc(F)c21	-9	7	2.1	2.3	-16	-16	0.3	.	-1
3	O=C(c1cc(-c2cccnc2)nc2ccccc12)N1CCCc2ccccc21	-28	-9	-1.4	-0.5	15	-3	-1.4	14	2
4	Cc1ccc(NC(=O)CN(c2ccccc2)S(=O)(=O)N(C)C)cc1C	12	6	-0.1	-0.7	10	-16	0.1	6	-2
5	Nc1ncnc2nc(SCc3ccccc3)[nH]c12	13	27	0.0	0.1	40	-2	-0.5	-1	-1
6	O=C1NCCn2ccc(=O)cc21	4	17	0.8	-0.4	12	-11	0.0	.	-47
7	CC(=O)N1CCc2cc3nc(C)cc(C)c3cc21	-13	-43	0.4	1.4	-2	-14	0.3	1	-4
8	CCOc1ccc(NC(=O)Nc2ccc3c(c2)nnn3C)cc1	-4	-7	0.5	3.8	22	3	-0.8	7	-9
9	O=C(Nc1cccs1)Nc1c(F)c(F)cc(F)c1F	3	-36	5.8	0.5	23	0	0.7	-7	0
10	Cc1cc(C)cc(OCC(=O)OCC(=O)c2ccc3c(c2)NC(=O)CO3)c1	-13	11	0.1	-3.3	-3	5	0.7	1	-9
11	CCCCOCCCNC(=O)N[C@H](C(=O)OC)C(C)CC (stereo not given in full)	-16	22	-0.1	1.0	10	2	0.7	.	-1
12	CN(C)CCOC(=O)c1cccc(Br)c1	-17	10	0.1	-1.4	-6	-3	0.5	1	16
13	C=CCNC(=S)/N=c1\sccn1C	-2	19	0.5	0.2	-12	1	0.0	5	-21
14	O=C(COC(=O)C1CCCCC1)Nc1ccccc1OC(F)F	-3	-12	-0.9	2.1	10	-7	0.1	11	-13
15	Cc1ccccc1OCC(=O)NCC(=O)N/N=C/c1ccc(Br)o1	-9	-24	1.0	0.4	2	-7	0.2	1	-20
16	O=C(C(c1ccccc1)c1ccccc1)N(Cc1ccco1)C1CCS(=O)(=O)C1 (stereo not given)	-9	6	-0.6	1.4	23	1	-1.0	9	-7
17	O=C(NC1CCN(Cc2ccccc2)CC1)C1CCCN(S(=O)(=O)c2cccc3nonc23)C1 (stereo not given)	-1	21	2.0	-0.5	37	4	1.6	-6	-9
18	COc1ccccc1OCC(=O)N/N=C1\CCc2ccccc21	-13	11	2.9	-0.4	22	-8	0.7	6	-5
19	COC(=O)c1cc(OC)c(OC)cc1NC(=O)CCCCCN1C(=O)CCC1=O	-10	23	0.5	-2.4	24	-11	0.3	1	-15
20	C=CCc1c(C)c(C#N)c2nc3ccccc3n2c1NCCN(C)C	4	34	-0.6	2.9	-6	-19	0.0	-1	-14
21	O=S(=O)([N-]c1nc2ccccc2nc1-n1cc[n+](Cc2ccccc2)c1)c1ccc(Cl)cc1	6	35	-0.5	1.1	7	2	-0.6	.	12
22	N=c1cc(C2(O)CCCCC2)n2c(nc3ccccc32)s1	-10	-45	2.4	0.7	20	-16	0.7	3	-11
23	COc1ccc(OC)c(NC(=O)c2ccc(NS(C)(=O)=O)cc2)c1	3	26	0.6	-0.9	-3	-1	0.4	4	-13
24	O=C(NC(=S)N(CCCCO)C1CCCCC1)c1sc2ccccc2c1Cl	-4	0	-2.6	-1.5	-25	-15	-0.1	2	11
25	CC(C)N1CCN(Cc2ccc(OCc3ccccc3)cc2)CC1CCO (stereo not given)	-4	-58	3.1	-1.0	-20	-3	1.7	7	-19

Shown screen by screen: 2 of the compounds above
17: O=C(NC1CCN(Cc2ccccc2)CC1)C1CCCN(S(=O)(=O)c2cccc3nonc23)C1 (stereo not given)
24: O=C(NC(=S)N(CCCCO)C1CCCCC1)c1sc2ccccc2c1Cl

screen / no.,17,24
NPY-Y1 PAM-ag,-1,-4
EP2 modulator,21,0
TRPN1 ag,2.0,-2.6
S1P4 agonist,-0.5,-1.5
CHOP inhibitor,37,-25
NPY2 pot ag,4,-15
TRPML3 ag,1.6,-0.1
NPY Y1 blocker,-6,2
S1P4 antag,-9,11

Complete entries, quoted from the list. Values in the order: NPY-Y1 PAM-ag	EP2 modulator	TRPN1 ag	S1P4 agonist	CHOP inhibitor	NPY2 pot ag	TRPML3 ag	NPY Y1 blocker	S1P4 antag
`O=C(COC(=O)C1CCCCC1)Nc1ccccc1OC(F)F` in the list: -3	-12	-0.9	2.1	10	-7	0.1	11	-13
`COC(=O)c1cc(OC)c(OC)cc1NC(=O)CCCCCN1C(=O)CCC1=O` in the list: -10	23	0.5	-2.4	24	-11	0.3	1	-15
`COc1ccccc1OCC(=O)N/N=C1\CCc2ccccc21` in the list: -13	11	2.9	-0.4	22	-8	0.7	6	-5

The listing continues:
#	SMILES	NPY-Y1 PAM-ag	EP2 modulator	TRPN1 ag	S1P4 agonist	CHOP inhibitor	NPY2 pot ag	TRPML3 ag	NPY Y1 blocker	S1P4 antag
26	C[C@@H](CN1C2=NC[C@H](Cc3ccc(O)cc3)N2C[C@H]1Cc1ccc(O)cc1)NC(=O)CCC1CCCCC1	6	-7	-0.6	1.2	-7	-3	0.5	2	16
27	CCOc1ccccc1-n1c(SCC(=O)Nc2nccs2)nnc1-c1ccoc1C	-25	3	-1.2	19*	69	-4	-1.9	17	4
28	CN(C)CCSc1nnc2[nH]c3ccccc3c2n1	4	-6	-1.1	-1.2	12	-1	0.5	0	-8
29	O=C(c1ccccc1Cl)N1CCC(n2cccc2)CC1	14	-17	0.4	-0.2	-2	14	-0.6	.	-1
30	N#Cc1c(Sc2ncc(C(F)(F)F)cc2Cl)nsc1C/C=N\OCc1ccccc1Br	16	25	0.0	-2.1	31	11	0.1	-1	-4
31	Cc1cc(NC(=O)CN2CCN(C/C=C/c3ccccc3)CC2)c([N+](=O)[O-])cc1C	7	13	-1.1	0.1	62	-8	0.6	-2	-14
32	CCOc1ccc(Nc2nc(Cl)nc(NCCO)n2)cc1	-13	-29	-1.0	-0.6	29	-12	0.8	4	-13
33	CNc1cnn(-c2ccc(C)cc2)c(=O)c1Sc1ccc(C)cc1	2	12	-0.7	-1.4	5	4	-0.3	-1	-12
34	CCN(CC(=O)Nc1ccc2c(c1)OCCO2)C(=O)C1CCCCC1	-5	4	-0.8	1.1	21	-6	0.8	-3	-8
35	O=C(CSc1nnc(CN2CCCCC2)n1-c1ccccc1)c1ccc2c(c1)OCO2	4	28	0.0	-3.6	19	-13	0.2	2	-4
36	CCc1ccccc1NCC(=O)Nc1ccc(Cl)c(C(F)(F)F)c1	9	-26	0.1	-0.2	79*	6	0.7	1	-3
37	O=S(=O)(c1ccccc1)N1CCN(c2ncccn2)CC1	-8	10	0.1	0.8	17	2	1.6	-1	-5
38	O=C(CCCNS(=O)(=O)c1ccc(Br)cc1)N1CC[C@@]2(O)CCCC[C@H]2C1	4	-5	0.6	-0.2	-10	3	0.2	-2	8
39	Nc1cc(-c2nc3ncccc3o2)ccc1Cl	-9	-9	0.4	-3.3	-6	0	-0.1	3	9
40	Cc1cc(C(c2nnnn2Cc2ccccc2)N2CCOCC2)c(C)n1-c1ccc2c(c1)OCO2 (stereo not given)	-11	18	-1.1	0.1	43	-11	-0.3	1	16
41	COc1cc(NC(=O)c2c3c(nc4ccccc24)CCC3)cc(OC)c1	-10	10	1.9	0.7	-27	-18	0.7	1	-6
42	C/C(=N/NC(=O)c1ccn(C)n1)c1ccncc1	7	-20	0.8	-0.6	13	10	0.8	.	-4
43	CN1C(=O)S/C(=C/c2cccnc2)C1=O	-4	25	-0.5	-1.4	-2	-9	0.8	-4	-3
44	CC1Cc2ccccc2N1C(=O)C1CCN(S(=O)(=O)Cc2ccccc2)CC1 (stereo not given)	4	-1	1.2	1.0	38	4	0.8	-6	-1
45	CC(NC(=O)Cc1ccccc1)c1ccc(F)cc1 (stereo not given)	-12	5	-0.2	0.0	-2	9	-0.9	-2	6
46	Cc1ccc(NC(=O)NNc2cccc(Cl)n2)cc1	27	20	-1.2	0.1	18	6	-0.3	-1	-8
47	COc1cccc(N2CN(CCc3ccccc3)CNC2=S)c1	28	-14	-0.1	-0.2	8	-12	0.6	.	-14
48	CCCCCCCc1c(O)nc(SCCN(C)C)[nH]c1=O	-16	-1	-0.2	0.5	-10	-14	-0.7	.	5
49	Cc1ccccc1/[N+]([O-])=C/c1ccncc1	-22	4	-0.2	0.1	32	-7	1.5	0	16
50	Cn1c(=O)c2c3c(sc2n2cnnc12)CCC3	7	34	0.8	0.7	0	-4	0.6	-3	-5

Given with values under each structure: part of the list above.
Second line of a record: NPY-Y1 PAM-ag, EP2 modulator, TRPN1 ag, S1P4 agonist, CHOP inhibitor, NPY2 pot ag, TRPML3 ag, NPY Y1 blocker, S1P4 antag
37) O=S(=O)(c1ccccc1)N1CCN(c2ncccn2)CC1
  -8, 10, 0.1, 0.8, 17, 2, 1.6, -1, -5
34) CCN(CC(=O)Nc1ccc2c(c1)OCCO2)C(=O)C1CCCCC1
  -5, 4, -0.8, 1.1, 21, -6, 0.8, -3, -8
1) O=C(O)Cc1ccc(NC(=O)Nc2ccc(Br)cc2)cc1
  9, -20, 0.9, 2.0, 8, 10, 0.9, -4, -5

New compounds follow
#	SMILES	NPY-Y1 PAM-ag	EP2 modulator	TRPN1 ag	S1P4 agonist	CHOP inhibitor	NPY2 pot ag	TRPML3 ag	NPY Y1 blocker	S1P4 antag
51	O=C(N/N=C/c1c[nH]c2ccccc12)C1CC1c1ccccc1 (stereo not given)	20	-3	-0.4	2.5	42	-1	0.5	-4	-11
52	Cn1c(=N)n(CC(O)c2ccccc2)c2ccccc21 (stereo not given)	-16	3	0.2	0.4	14	-11	0.3	0	5
53	CCOC(=O)/C(=N\Nc1ccccc1Cl)N1CCN(C)CC1	-5	-4	-0.1	0.4	7	9	1.0	2	-1
54	Cc1sc(NC(=O)c2ccccc2)c(C(c2ccccn2)N2CCN(CCO)CC2)c1C (stereo not given)	-7	-12	2.4	1.0	17	6	0.6	-1	-17
55	Cc1ccc2nc(-c3ccc(SCC(=O)Nc4nc(C)cs4)nc3)[nH]c2c1	-28	-26&-52	-0.2	-0.7	55	-5	1.0	4	1
56	C/C(=N\N=C(/N)SC1CC(=O)N(c2ccccc2)C1=O)c1cccs1 (stereo not given)	9	-9	-1.3	1.8	45	14	0.0	2	-3
57	COc1cc(S(=O)(=O)n2nc(C)cc2C)c(OC)cc1Cl	-9	25	-0.4	0.3	17	-8	-0.3	7	-3
58	O=C(Cc1cccs1)N(Cc1ccco1)C1(C(=O)NC2CCCC2)CCCCC1	-3	42	-2.3	-1.3	56	-5	-0.3	61*	4
59	O=C(O)c1cnn2c(C(F)(F)F)cc(-c3ccco3)nc12	-6	-1	-0.2	1.4	35	11	1.0	-1	-16
60	COc1ccc(N2CC(C(=O)Nc3cccc(C)n3)CC2=O)cc1 (stereo not given)	-1	6	0.0	1.0	-12	-5	0.7	3	-15
61	O=C(CSc1nnc(CCc2nc3ccccc3[nH]2)n1-c1ccccc1)NCc1ccccc1	-9	29	0.5	-0.1	11	-3	0.4	0	-15

From PubChem BioAssay
